High-throughput results: PubChem BioAssay, Sanford-Burnham Center for Chemical Genomics
SENP7 block: inhibitors of human SENP7 protease; Q9BQF6; recombinant SENP7, Z-RLRGG-aminoluciferin luminescence, 40 min; inhibition, % at 5 µM; 330,000 compounds, 1.5% hits; AID 434973;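 active = inhibition above about 50% at the single test dose, limit read from the data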;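 also: plate controls were DMSO with enzyme for no effect and no enzyme buffer wells for full effect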
HKDC1 inhibitor: blocks human hexokinase HKDC1 activity | recombinant HKDC1, G6PDH/diaphorase resazurin coupled fluorescence | Q2TB90 | inhibition, % at 20 µM | 340,000 compounds, 0.16% hits;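 active = inhibition above about 35% when tested at 20 µM, limit read from the data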;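 also: plate controls were DMSO wells with enzyme for no effect and DMSO wells lacking enzyme for full effect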
Target sequence (Q2TB90 whole entry, looked up): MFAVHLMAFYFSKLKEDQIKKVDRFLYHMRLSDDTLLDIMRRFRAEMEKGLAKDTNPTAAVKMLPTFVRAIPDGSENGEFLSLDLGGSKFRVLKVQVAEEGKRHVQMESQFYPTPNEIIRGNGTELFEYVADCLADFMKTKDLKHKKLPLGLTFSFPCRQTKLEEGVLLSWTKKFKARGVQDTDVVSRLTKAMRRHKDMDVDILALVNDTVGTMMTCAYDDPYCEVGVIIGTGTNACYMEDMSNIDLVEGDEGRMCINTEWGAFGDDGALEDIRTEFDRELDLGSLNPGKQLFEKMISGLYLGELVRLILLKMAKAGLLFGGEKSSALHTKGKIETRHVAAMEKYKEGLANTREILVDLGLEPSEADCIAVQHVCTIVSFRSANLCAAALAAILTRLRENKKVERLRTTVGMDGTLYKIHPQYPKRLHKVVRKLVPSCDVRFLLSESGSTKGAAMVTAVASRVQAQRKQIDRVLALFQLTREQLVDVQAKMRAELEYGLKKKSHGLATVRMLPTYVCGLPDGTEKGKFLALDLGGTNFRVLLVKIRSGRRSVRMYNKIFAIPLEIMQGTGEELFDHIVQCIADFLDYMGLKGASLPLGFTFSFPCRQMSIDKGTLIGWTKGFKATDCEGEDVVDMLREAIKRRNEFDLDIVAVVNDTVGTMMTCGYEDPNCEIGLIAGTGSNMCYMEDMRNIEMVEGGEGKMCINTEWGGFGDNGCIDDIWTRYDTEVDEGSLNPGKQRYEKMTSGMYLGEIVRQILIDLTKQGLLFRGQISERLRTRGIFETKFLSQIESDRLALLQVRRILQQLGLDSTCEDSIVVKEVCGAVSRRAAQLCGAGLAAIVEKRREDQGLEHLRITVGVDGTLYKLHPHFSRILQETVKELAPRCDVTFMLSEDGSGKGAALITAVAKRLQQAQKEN
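System: Recombinant HKDC1 hexokinase | Amount: HKDC1 at 5 µg/mL | Reagent: Glucose with 1 mM ATP | Doses: Single 20 µM dose | Incubation: Reaction time 90 min, room temperature, protected from light | Signal: Coupled resazurin fluorescence, excitation 525 nm, emission 613 nm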
MPTP inh: inhibitors of mitochondrial permeability transition pore | isolated mouse mitochondria, Ca2+ swelling absorbance, 30 min | inhibition, % at 10 µM | 360,000 compounds, 1.4% hits;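 active = inhibition of 50% or more, scaled per plate between neutral and stimulator controls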;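 also: 0% = DMSO wells given calcium and 100% = 1 mM EGTA wells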
ATG4B inh: blocks human ATG4B protease cleavage of LC3 substrate; Q9Y4P1; ATG4B cleavage of LC3-PLA2, NBD-HPC fluorescence, 1 h; inhibition, % at 8.33 µM; 340,000 compounds, 0.51% hits; AID 504462; in the data active = inhibition above about 40%
SENP6 block: blocks the human protease SENP6. Recombinant SENP6 catalytic domain, aminoluciferin luminescence. inhibition, % at 10 µM. 330,000 compounds, 1.8% hits. AID 2599;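 active = inhibition above about 50% at the single tested dose, limit read from the data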;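 also: plate controls were DMSO wells with enzyme for no effect and DMSO wells lacking enzyme for full effect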
PfGluPho inh: PfG6PD (Plasmodium falciparum) enzyme inhibition; PfGluPho enzyme, NADPH resazurin-diaphorase fluorescence; inhibition, % at 20 µM; 350,000 compounds, 0.78% hits; AID 504690;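 active = inhibition reaching at least a set limit at 20 µM in the primary screen, cut at about 59% in these data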;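 also: 0% = DMSO wells with substrate and 100% = DMSO wells lacking glucose-6-phosphate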
GRIN3A LBD mod: NR3A (human) ligand-binding domain modulation; NR3A LBD differential scanning fluorimetry, Tm shift; 0% = protein alone, 100% = glycine-bound protein; Tm shift relative to glycine control, % at 25 µM; 340,000 compounds, 2.5% hits;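 active = melting temperature shift of at least 10% of the positive control shift, at one fixed dose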
SENP8 block: inhibitors of human SENP8 protease; inhibition, % at 20 µM; Q96LD8; 360,000 compounds, 0.64% hits; AID 602440; recombinant SENP8, Nedd8 substrate fluorescence; in the data active = inhibition mostly above about 40%, no sharp cut-off; inactive = mostly below about 27%
Target sequence (Q96LD8 whole entry, looked up): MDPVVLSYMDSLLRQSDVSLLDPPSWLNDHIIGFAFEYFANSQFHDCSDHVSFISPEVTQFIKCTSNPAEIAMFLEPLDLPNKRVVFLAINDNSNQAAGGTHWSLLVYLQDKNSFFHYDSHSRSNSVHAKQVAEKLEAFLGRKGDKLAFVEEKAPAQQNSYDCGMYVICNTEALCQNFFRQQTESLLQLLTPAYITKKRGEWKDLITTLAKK
An asterisk follows results filed as active; / = no result given.

1) O=S(=O)(NCc1ccccn1)c1ccc2ccccc2c1
2) O=C(Nc1cc(Cl)ccc1-n1cncn1)c1ccco1
3) O=S(=O)(Nc1ccccc1N1CCCCC1)c1ccc(Cl)s1
4) Cc1ccc2nc(-c3ccccn3)[nH]c2c1
5) CCOC(=O)c1ccc(S(=O)(=O)NNC(=O)COc2cccc(C)c2)cc1
6) CCOC(=O)c1ccc(NC(=S)NCCc2ccc(F)cc2)cc1
7) Cc1ccc(CSCC(=O)N2CCN(c3ccccc3)CC2)cc1
8) CC(C)NC(=O)Nc1ccc2c(c1)C(=O)N([C@H](C)CO)C[C@H](C)[C@@H](CN(C)S(=O)(=O)c1ccc(F)cc1)O2
Compound	1	2	3	4	5	6	7	8
SENP7 block	-3	4	-3	91*	1	-11	-1	-3
HKDC1 inhibitor	-6	-3	2	4	-7	11	-7	-1
MPTP inh	0.1	-0.7	0.9	0.4	-1.0	85*	-2.0	0.4
ATG4B inh	-8	-11	0	-1	-5	-9	11	-7
SENP6 block	-22	-11	-2	90*	5	-8	-18	-13
PfGluPho inh	-3	10	86*	34	3	9	6	-16
GRIN3A LBD mod	0	-2	2	-3	-4	24*	0	2
SENP8 block	11	-4	18	-91	11	-5	17	13

9) N#C/C(=C\c1ccco1)C(=O)Nc1cccc2ncccc12
10) O=C1CN(C(=O)COC(=O)c2ccc(N3CCCCCC3)c([N+](=O)[O-])c2)c2ccccc2N1
11) CCOc1ccc(CCNC(=O)C2CCN(c3nn4c(=O)cc(C)nc4s3)CC2)cc1OCC
12) CN(C)Cc1cc(O)c(CN(C)C)cc1O
13) CCOc1ccc(/C=N/NC(=O)c2cc(-c3cccn3C)n[nH]2)cc1
14) C#CCSc1nnc(-c2ccc(OC)cc2)o1
15) CS(=O)(=O)N1CCc2cc(C(=O)Nc3ccccc3)ccc21
16) O=C(Nc1ccc(Cl)cn1)C1COc2ccccc2O1 (configuration not stated)
Compound	9	10	11	12	13	14	15	16
SENP7 block	1	0	-1	-2	9	12	-10	6
HKDC1 inhibitor	13	-3	-8	47*	-8	-3	-3	-3
MPTP inh	3.1	3.7	-0.7	2.4	0.2	-1.0	-1.2	-1.1
ATG4B inh	-1	-18	3	-5	11	-2	-40	-13
SENP6 block	8	7	-26	32	5	25	-24	-4
PfGluPho inh	4	14	-3	78*	2	14	9	0
GRIN3A LBD mod	1	-11	1	0	22*	2	-1	1
SENP8 block	11	12	18	55*	-38	12	5	4

Given in markdown: entries from further up
| nr | Structure | SENP7 block | HKDC1 inhibitor | MPTP inh | ATG4B inh | SENP6 block | PfGluPho inh | GRIN3A LBD mod | SENP8 block |
| --- | --- | --- | --- | --- | --- | --- | --- | --- | --- |
| 7 | Cc1ccc(CSCC(=O)N2CCN(c3ccccc3)CC2)cc1 | -1 | -7 | -2.0 | 11 | -18 | 6 | 0 | 17 |
| 8 | CC(C)NC(=O)Nc1ccc2c(c1)C(=O)N([C@H](C)CO)C[C@H](C)[C@@H](CN(C)S(=O)(=O)c1ccc(F)cc1)O2 | -3 | -1 | 0.4 | -7 | -13 | -16 | 2 | 13 |
| 9 | N#C/C(=C\c1ccco1)C(=O)Nc1cccc2ncccc12 | 1 | 13 | 3.1 | -1 | 8 | 4 | 1 | 11 |
| 10 | O=C1CN(C(=O)COC(=O)c2ccc(N3CCCCCC3)c([N+](=O)[O-])c2)c2ccccc2N1 | 0 | -3 | 3.7 | -18 | 7 | 14 | -11 | 12 |
| 11 | CCOc1ccc(CCNC(=O)C2CCN(c3nn4c(=O)cc(C)nc4s3)CC2)cc1OCC | -1 | -8 | -0.7 | 3 | -26 | -3 | 1 | 18 |
| 12 | CN(C)Cc1cc(O)c(CN(C)C)cc1O | -2 | 47* | 2.4 | -5 | 32 | 78* | 0 | 55* |
| 13 | CCOc1ccc(/C=N/NC(=O)c2cc(-c3cccn3C)n[nH]2)cc1 | 9 | -8 | 0.2 | 11 | 5 | 2 | 22* | -38 |
| 14 | C#CCSc1nnc(-c2ccc(OC)cc2)o1 | 12 | -3 | -1.0 | -2 | 25 | 14 | 2 | 12 |
| 15 | CS(=O)(=O)N1CCc2cc(C(=O)Nc3ccccc3)ccc21 | -10 | -3 | -1.2 | -40 | -24 | 9 | -1 | 5 |
| 16 | O=C(Nc1ccc(Cl)cn1)C1COc2ccccc2O1 (configuration not stated) | 6 | -3 | -1.1 | -13 | -4 | 0 | 1 | 4 |

The list continues.
17) Cc1cc(C)c2cc(CN(CCN3CCCC3)C(=O)Nc3ccc(F)cc3)c(=O)[nH]c2c1
18) O=C(Nc1nc(-c2cccs2)c(-c2cccs2)s1)C1(c2ccccc2)CC1
19) CC(C)c1ccc(OCC(=O)NCc2ccco2)cc1
20) COc1ccc(NS(=O)(=O)c2ccc(NS(=O)(=O)c3cccs3)cc2)c(OC)c1
21) COc1ccc(NC(=O)CCC(=O)N(Cc2ccc(OC)c(OC)c2)c2nccs2)cc1
22) CCn1c(SCc2ccc(F)cc2)nnc1C1CCN(S(=O)(=O)c2ccc(OC)cc2)CC1
23) Cc1ccc(Cl)cc1N(C(=O)c1csnn1)C(C(=O)NC1CCCC1)c1ccco1 (configuration not stated)
24) COc1ccc(NC(=O)/C(N=Nc2cc(S(=O)(=O)Nc3ccc(OC)cc3)ccc2OC)=C(\C)O)cc1
Compound	17	18	19	20	21	22	23	24
SENP7 block	3	4	2	0	-2	4	-3	-9
HKDC1 inhibitor	-6	-2	-5	-4	-3	0	-5	-5
MPTP inh	5.1	1.5	16	1.6	1.0	3.0	6.0	4.2
ATG4B inh	-9	2	-6	-2	-5	-18	-5	-1
SENP6 block	-4	-13	6	-7	-3	-21	29	1
PfGluPho inh	-7	-5	-2	-13	-24	14	2	2
GRIN3A LBD mod	-4	0	0	-5	2	1	-2	11*
SENP8 block	-92	-252	10	-1	1	32	1	23

25) Cc1ccc(S(=O)(=O)N(C)c2c(C)ccc(S(=O)(=O)Nc3ccncc3)c2C)cc1
26) Cc1cc(C)cc(SCc2noc(C(=O)NCC3CC3)c2C(=O)NCC2CC2)c1
27) NC1=NC(=O)C2(COC(c3ccncc3)OC2)S1 (configuration not stated)
28) Cc1oc(-c2ccccc2)cc1C(N)=O
29) CC(Sc1ccc(Cl)cc1)C(=O)NCc1cccnc1 (configuration not stated)
30) Cc1cccc(C)c1NC(=O)C1CCCN1S(=O)(=O)c1ccc(-c2ccc(=O)[nH]n2)s1 (configuration not stated)
31) O=C(NC(=S)Nc1cccc2cc(O)ccc12)c1ccco1
32) NC(=O)c1cc[n+](Cc2ccc([N+](=O)[O-])cc2)cc1
Compound	25	26	27	28	29	30	31	32
SENP7 block	-1	8	8	1	-9	2	8	-6
HKDC1 inhibitor	9	3	-6	1	-2	2	6	-6
MPTP inh	-0.3	/	-2.1	-1.3	0.8	-0.6	-1.8	0.3
ATG4B inh	4	1	1	-8	5	3	-2	1
SENP6 block	-22	-1	-14	-7	-17	-14	0	10
PfGluPho inh	-4	31	-12	5	-14	-18	29	-2
GRIN3A LBD mod	0	-2	-1	1	-7	1	-6	2
SENP8 block	9	/	9	8	13	-14	-40	-2

33) COc1ccc(Nc2cc(Nc3cc(OC)c(OC)c(OC)c3)ncn2)cc1
34) O=S1(=O)CC(O)C(NCCO)C1 (configuration not stated)
35) COc1ccc(C2CC(c3ccc([N+](=O)[O-])cc3)=NN2C(=O)c2ccccc2)cc1OC (configuration not stated)
36) C=CCNC(=O)c1ccc([N+](=O)[O-])c(Cl)c1
37) CCS(=O)(=O)N1CCN(c2ccc([N+](=O)[O-])c(NCc3ccccc3)c2)CC1
38) Cn1c(=O)[nH]c(=O)c2c1nc(OC(=O)c1ccccc1)n2CC(O)COc1ccccc1 (configuration not stated)
39) Cc1ccc(C)c(NC(=S)NNC(=O)c2csc3c2CCCC3)c1
40) CCCN(Cc1ccccc1)C(=S)Nc1ccc(OCC)cc1
Compound	33	34	35	36	37	38	39	40
SENP7 block	2	-3	-4	-8	2	1	24	20
HKDC1 inhibitor	2	-7	13	-5	0	-3	-17	4
MPTP inh	-0.6	-1.3	2.4	-0.2	0.5	-4.6	-2.9	1.8
ATG4B inh	1	-12	-13	-5	-9	-8	9	-5
SENP6 block	-10	-11	-5	10	-17	-11	16	14
PfGluPho inh	13	4	4	0	34	-38	-18	11
GRIN3A LBD mod	14*	-2	1	-1	-3	-1	-3	1
SENP8 block	-2	17	17	6	35	13	17	12

41) O=c1n(-c2ccccc2)c(=O)n2n1CC(O)C2
42) COc1ccc(-c2[nH]n(-c3ccc([N+](=O)[O-])cc3)c(=O)c2C=NCC2CCCO2)cc1 (configuration not stated)
43) COc1ccc(S(=O)(=O)N2CCN(CC(=O)N3CCOCC3)CC2)cc1OC
44) CC(C)(C)c1ccc(-c2noc(-c3ccno3)n2)cc1
45) CC(C)NC(=O)CSc1ccccc1C(=O)N1CCN(S(=O)(=O)/C=C/c2ccccc2)CC1
46) Cc1csc(NC(=O)c2cccnc2)n1
47) Cc1c(CCOC(=O)C23CC4CC(CC(C)(C4)C2)C3)sc[n+]1Cc1ccccc1
48) COc1cccc(C2/C(=C(\O)c3ccc4c(c3)OCO4)C(=O)C(=O)N2CCN(C)C)c1OC (configuration not stated)
Compound	41	42	43	44	45	46	47	48
SENP7 block	-5	-5	-5	14	5	-5	4	-1
HKDC1 inhibitor	-5	-7	-6	4	-7	1	-1	-2
MPTP inh	0.6	3.3	-0.2	1.2	-0.2	0.5	5.6	0.7
ATG4B inh	1	-4	-17	6	-10	1	4	-15
SENP6 block	-17	11	-22	27	-4	2	18	-6
PfGluPho inh	-2	-1	-1	11	8	-4	-5	-3
GRIN3A LBD mod	0	-11	2	12*	-1	-1	1	-1
SENP8 block	10	7	13	10	9	-6	7	12

49) CS(=O)(=O)N1N=C(c2ccco2)CC1c1ccco1 (configuration not stated)
50) COc1ccc(Nc2nc(N)nc(CSC(=S)N3CCC(C)CC3)n2)cc1
51) COc1cccc(C(=O)C2CCCN(Cc3ccc(OC)c(Cn4cncn4)c3)C2)c1 (configuration not stated)
52) Cc1cc2c(cc1S(=O)(=O)Nc1cccc(F)c1)n(C)c(=O)c(=O)n2C
53) O=C1c2nc3cc(-c4ccco4)[nH]n3c(=O)c2CN1Cc1ccccc1
54) CCOC(=O)N1CCC(NC(=O)CN2C(=O)CSc3ncccc32)CC1
55) C=CCn1c(SCC(=O)NC(N)=O)nnc1-c1cc2c(s1)CCC(CC)C2 (configuration not stated)
56) O=C(O)c1cccc(N2C(=O)C3C4C=CC(C4=C(c4ccccc4)c4ccccc4)C3C2=O)c1 (configuration not stated)
Compound	49	50	51	52	53	54	55	56
SENP7 block	4	-5	1	10	4	-14	7	0
HKDC1 inhibitor	1	-7	-7	-2	4	-4	-9	-5
MPTP inh	0.4	0.4	1.1	-2.4	-4.8	-1.4	0.2	-0.3
ATG4B inh	3	8	3	-7	7	-8	-7	-1
SENP6 block	-14	-8	1	-17	-6	1	-1	5
PfGluPho inh	10	7	12	15	-4	1	-8	-11
GRIN3A LBD mod	2	2	0	0	4	1	-2	0
SENP8 block	8	3	22	-72	-431	2	1	14

57) NS(=O)(=O)c1ccc(NC(=O)C2(c3ccccc3)CCCC2)cc1
58) CCCCN(CC)C(=O)Cn1cnc2ccc(S(=O)(=O)N3CCC(C)CC3)cc2c1=O
59) Cc1nc2ccccn2c1C(=O)NCC(C)C
60) C=CCNc1nc(Nc2ccc(Cl)cc2)nc(OC)n1
61) C=CCn1c(SC(C)C#N)nc2sc(CC)cc2c1=O (configuration not stated)
62) C/C(=N\Nc1nc(-c2cc(C)ccc2C)cs1)c1cc2c(ccc3ccccc32)oc1=O
63) Cc1ccc(C)c(NC(=O)CCC(=O)N/N=C/c2ccc[nH]2)c1
Compound	57	58	59	60	61	62	63
SENP7 block	5	3	6	-11	3	/	2
HKDC1 inhibitor	17	-9	-6	-5	-4	4	0
MPTP inh	-1.2	-1.7	0.2	-0.3	-3.2	2.8	-0.2
ATG4B inh	-11	-11	-11	-6	2	17	-6
SENP6 block	-4	-5	6	-12	11	/	7
PfGluPho inh	5	1	-6	9	5	-7	-1
GRIN3A LBD mod	-2	-3	-1	-2	-2	4	6
SENP8 block	10	3	-9	6	12	-389	-4
